Screens: PubChem, several laboratories
TDP2 absorb: blocks human TDP2 phosphodiesterase activity | actives 0.34% (n = 370,000) | recombinant TDP2, T5PNP hydrolysis, p-nitrophenol absorbance 415 nm | inhibition, % at 12.8 µM | O95551;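 active means inhibition above the mean of all tested compounds plus 3 SD, set per campaign, cut at about 25% in these data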;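 further: 0% = DMSO with enzyme and 100% = buffer with substrate but no TDP2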
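Read-out basis: percent inhibition. System: recombinant human TDP2. Buffer or medium: Mg2+-containing Tris-HCl buffer, pH 7.5. Repeats: single replicate. Timing: reaction 2 h, 37 °C. Benchmarks: high control without enzyme, low control DMSO plus TDP2. Probe or stimulus: 5 mM T5PNP. Doses: 12.8 µM only. Measured by: epi absorbance of p-nitrophenol freed from T5PNP by hydrolysis.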
PG9 Ab binder: binds the HIV-1 gp120 antibody PG9. inhibition, % at 6.7 µM. actives 0.43% (n = 360,000). TR-FRET gp120-PG9 antibody binding; in the data active means inhibition above about 8.5%
HTRA1 inhibitor: HTRA1 (human) protease inhibition. actives 0.5% (n = 340,000). Q92743. recombinant HTRA1, FP-rhodamine activity-based probe, fluorescence polarization. inhibition, % at 5.96 µM; in the data active means inhibition above about 36%;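 further: 0% = enzyme with DMSO and 100% = wells lacking enzyme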
SIAE primary: human SIAE inhibition, primary screen; SIAE FP-Rh probe binding, fluorescence polarization; inhibition, % at 9.66 µM; Q9HAT2; actives 0.69% (n = 370,000);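 active means inhibition above a cutoff: mean of compounds within the control limits plus 3 SD of those, cut at about 17% in these data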;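 further: 0% = plate median of compound wells and 100% = probe without SIAE protein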
PRMT1 inh: PRMT1 (human) inhibition, primary screen; Q99873; recombinant PRMT1, activity-based probe fluorescence polarization; actives 1.3% (n = 370,000); inhibition, % at 2.79 µM;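 active means inhibition above about 21% made by adding two undisclosed values, limit read from the data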
TCR CD3 inh: human TCR-CD3 binding inhibition. TAMRA-labeled TCR probe fluorescence, biochemical. actives 0.37% (n = 360,000). inhibition, % at 9.4 µM; in the data active means inhibition above about 19%;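 further: recombinant mutant TCR 2C K166C tagged with TAMRA read by polarization; 0% = receptor in buffer alone and 100% = receptor with positive control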
rCAG RNA binder: binds r(CAG) RNA repeats | r(CAG) RNA repeat, TO-PRO-1 dye displacement fluorescence | actives 1.3% (n = 370,000) | inhibition, % at 3 µM | AID 651821;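 active means inhibition above the plate cutoff, the mean of all test compounds on that plate plus 3 SD, cut at about 35% in these data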;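 further: 0% = DMSO alone and 100% = 100 µM mitoxantrone as full dye displacement; higher means more dye released from RNA so lower well fluorescence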
LEDGF integ inh: blocks HIV-1 LEDGF/p75-dependent DNA integration | TR-FRET IN-LEDGF/p75 DNA integration, Eu/Cy5 | inhibition, % at 3.7 µM | actives 0.64% (n = 370,000) | AID 743269;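 active means inhibition above the screen-wide mean plus 3 SD, cut at about 13% in these data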;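 further: signal is the Cy5 over europium emission ratio at 671 and 618 nm; 0% = plate median of compound wells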
mABHD4 FP: inhibitors of mouse ABHD4 | inhibition, % at 8.92 µM | purified mABHD4, FP-Rh probe fluorescence polarization | Q8VD66 | AID 720543 | actives 0.54% (n = 370,000);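 active means inhibition exceeding the mean over every tested compound plus 3 SD, cut at about 30% in these data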;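 further: 0% = plate median of compound wells and 100% = S159A mutant with DMSO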
Target sequence (Q8VD66 whole entry, looked up): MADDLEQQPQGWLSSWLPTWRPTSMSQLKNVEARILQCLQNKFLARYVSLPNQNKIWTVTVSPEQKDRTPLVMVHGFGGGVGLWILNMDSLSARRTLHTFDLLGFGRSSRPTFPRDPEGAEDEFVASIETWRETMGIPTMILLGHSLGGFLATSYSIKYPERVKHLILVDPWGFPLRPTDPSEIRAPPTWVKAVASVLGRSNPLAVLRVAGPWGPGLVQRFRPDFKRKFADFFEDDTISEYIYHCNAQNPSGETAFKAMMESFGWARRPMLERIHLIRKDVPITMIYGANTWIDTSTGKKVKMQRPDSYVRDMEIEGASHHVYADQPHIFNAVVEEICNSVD
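Test system: mouse ABHD4 enzyme, wild type. Reagent: FP-Rh fluorescent activity-based probe, added after compound pre-incubation. Timing: pre-incubation 45 min, probe exposure 60 min, at 25 °C. Technique: FP readout, ex 525 nm / em 598 nm. Benchmarks: high control S159A mutant with DMSO, low control median of compound wells.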
NR1D1 modulator: modulators of human Rev-erb alpha DNA binding. P20393. Rev-erbα–FITC-DNA binding, fluorescence polarization, 90 min. activity, % at 10 µM. actives 0.79% (n = 370,000). AID 1259318;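 active means activity above about 14%, limit read from the data; passing the limit was not always enough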;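 further: 0% = DMSO wells with 35 nM protein and 100% = DMSO wells with 750 nM protein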
Target sequence (P20393 whole entry, looked up): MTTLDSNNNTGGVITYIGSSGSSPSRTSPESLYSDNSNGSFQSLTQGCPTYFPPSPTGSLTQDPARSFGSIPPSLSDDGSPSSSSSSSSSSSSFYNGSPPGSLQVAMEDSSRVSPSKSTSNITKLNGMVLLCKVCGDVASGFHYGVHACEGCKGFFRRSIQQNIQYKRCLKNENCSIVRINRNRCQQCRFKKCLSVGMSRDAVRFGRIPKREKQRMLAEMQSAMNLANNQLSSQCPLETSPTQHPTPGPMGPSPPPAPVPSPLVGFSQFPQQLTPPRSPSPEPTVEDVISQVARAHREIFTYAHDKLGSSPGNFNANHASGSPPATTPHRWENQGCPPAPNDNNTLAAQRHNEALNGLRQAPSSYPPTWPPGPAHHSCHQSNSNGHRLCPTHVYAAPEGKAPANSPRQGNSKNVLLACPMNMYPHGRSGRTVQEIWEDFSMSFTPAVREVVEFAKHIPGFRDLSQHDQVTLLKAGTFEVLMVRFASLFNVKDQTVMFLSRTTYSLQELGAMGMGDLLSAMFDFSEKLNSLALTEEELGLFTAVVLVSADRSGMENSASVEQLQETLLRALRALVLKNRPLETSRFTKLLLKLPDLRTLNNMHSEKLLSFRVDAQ
Numbers without * were called inactive; . = no result given; & = joins results of further samples.

1. O=C(NC(=S)NNC(=O)[C@H]1C[C@@H]1c1ccccc1)c1ccc(F)cc1
2. CSc1cccc(-n2ccc(=O)c(C)c2C)c1
3. O=C(NC(C(=O)N/N=C/c1cccc2ccccc12)c1n[nH]c(=O)c2ccccc12)c1ccccc1 (stereo not given)
4. O=C(CC1SC(N2CCCC2)=NC1=O)Nc1ccc(C(=O)Nc2ncccc2O)cc1 (stereo not given)
5. CN[C@H]1C[C@H]2c3cc(-c4ccc5c(c4)OCO5)ccc3CCN2C[C@H]1[C@H](C)O
6. CN(C)c1ccc(-c2nc3ccccn3c2/N=C/c2ccc(Br)cc2)cc1

screen / no. | 1 | 2 | 3 | 4 | 5 | 6
TDP2 absorb | 9 | -7 | -5 | -6 | 2 | 0
PG9 Ab binder | 1.3 | -0.8 | -0.6 | -1.6 | . | -28
HTRA1 inhibitor | 12 | 2 | -72 | 11 | . | 0
SIAE primary | -1 | -5 | -137 | 8 | 0 | 4
PRMT1 inh | -4 | 1 | 0 | 0 | -4 | -1
TCR CD3 inh | 7 | -2 | 9 | -2 | . | 4
rCAG RNA binder | 2 | -5 | 14 | 2 | 10 | 0
LEDGF integ inh | -3 | -4 | -3 | 2 | 4 | -2
mABHD4 FP | -3 | 2 | -88 | 0 | 4 | 1
NR1D1 modulator | 1 | -6 | 3 | -5 | -4 | 7

7. O=C(Nc1c(-c2ccc3c(c2)OCO3)[nH][nH]c1=O)c1ccccc1
8. O=C1c2cccc3c(N4CCCCC4)ccc(c23)C(=O)N1c1ccccn1
9. CN(CC(=O)Nc1ccc(Cl)c(C(F)(F)F)c1)C(=O)CCCc1nc2ccccc2c(=O)[nH]1
10. Cc1ccc(OCC(=O)Nc2ccc(N(C)C)cc2)cc1
11. COc1cccc(NC(=O)NC2CCN(Cc3nnnn3Cc3ccc4c(c3)OCO4)CC2)c1
12. O=C(CN1CCCc2ccccc21)N/N=C/c1ccccc1

screen / no. | 7 | 8 | 9 | 10 | 11 | 12
TDP2 absorb | 68* | 2 | 8 | -1 | 9 | 3
PG9 Ab binder | -2.6 | -0.6 | 0.2 | -1.8 | 0.1 | -0.4
HTRA1 inhibitor | . | -2 | 5 | 6 | -1 | 8
SIAE primary | 6 | 4 | -2 | 7 | -1 | 6
PRMT1 inh | 0 | 8 | -6 | 1 | -3 | 4
TCR CD3 inh | -4 | 8 | 1 | 6 | 2 | -2
rCAG RNA binder | 3 | -14 | 2 | 2 | -3 | 6
LEDGF integ inh | 7 | 0 | 3 | 0 | 2 | -3
mABHD4 FP | -3 | -6 | -2 | 11 | -9 | 11
NR1D1 modulator | -6 | -1 | 5 | 3 | 0 | 5

13. CCS(=O)(=O)N1CCC(C(=O)Oc2ccc(Br)cc2)CC1
14. COc1ccccc1N(Cc1ccccc1)S(=O)(=O)c1cccc(C(=O)N2CCCCC2)c1
15. CCN(CC)C(=O)COc1ccc(/C(C)=N/NC(=O)c2ccccc2O)cc1
16. O=C(O)CCC(=O)/C=C/c1ccccc1
17. COC(=O)C[C@@H]1CC[C@@H]2[C@@H](COc3ccc(NC(=O)Nc4ccc(F)c(F)c4)cc3C(=O)N2C)O1
18. CCCNC(=O)c1ccc(COc2cccc3ccccc23)o1

screen / no. | 13 | 14 | 15 | 16 | 17 | 18
TDP2 absorb | 10 | -2 | -3 | -2 | -2 | 5
PG9 Ab binder | -0.5 | -2.0 | -2.5 | -2.1 | . | 0.5
HTRA1 inhibitor | 4 | -30 | 10 | 4 | . | -25
SIAE primary | 2 | 3 | 1 | -4 | -2 | 3
PRMT1 inh | -2 | -3 | 0 | -3 | 0 | 3
TCR CD3 inh | 5 | 4 | 13 | 0 | . | -3
rCAG RNA binder | -6 | -3 | 2 | 2 | 4 | 8
LEDGF integ inh | 1 | 4 | -7 | 0 | 0 | -1
mABHD4 FP | -2 | -6 | 6 | -4 | 4 | -7
NR1D1 modulator | 5 | -4 | -1 | -3 | 11 | -4

The final four compounds of the part above lead into the next.
15. CCN(CC)C(=O)COc1ccc(/C(C)=N/NC(=O)c2ccccc2O)cc1
16. O=C(O)CCC(=O)/C=C/c1ccccc1
17. COC(=O)C[C@@H]1CC[C@@H]2[C@@H](COc3ccc(NC(=O)Nc4ccc(F)c(F)c4)cc3C(=O)N2C)O1
18. CCCNC(=O)c1ccc(COc2cccc3ccccc23)o1
19. CCOC(=O)C(C)Sc1ncnc2c1c(-c1ccccc1)cn2-c1ccc(OC)cc1 (stereo not given)
20. COC(=O)[C@H]1[C@H]2C[C@@H]3c4[nH]c5cc(OC)ccc5c4CCN3C[C@H]2C[C@@H](OC(=O)c2cc(OC)c(OC)c(OC)c2)[C@@H]1OC
21. Cc1ccc(S(=O)(=O)N2CCOCC2)cc1C(=O)Nc1ccc2c(c1)CCC2
22. CCc1ccc2c(c1)/C(=N/OC)C(=O)N2
23. O=S1(=O)CCOC[C@H](CC2CCCCC2)N1Cc1ccccc1Br
24. CC(Oc1cccc(Cl)c1)C(=O)Nc1ccccc1C(=O)N1CCCCC1 (stereo not given)

screen / no. | 15 | 16 | 17 | 18 | 19 | 20 | 21 | 22 | 23 | 24
TDP2 absorb | -3 | -2 | -2 | 5 | 1 | -7 | -20 | 0 | -5 | 1
PG9 Ab binder | -2.5 | -2.1 | . | 0.5 | -1.9 | -1.8 | -1.8 | -1.4 | -1.9 | -1.4
HTRA1 inhibitor | 10 | 4 | . | -25 | -22 | 3 | -6 | -3 | -10 | 3
SIAE primary | 1 | -4 | -2 | 3 | -3 | 4 | 6 | -7 | -4 | -4
PRMT1 inh | 0 | -3 | 0 | 3 | 0 | 3 | -2 | 5 | 2 | 0
TCR CD3 inh | 13 | 0 | . | -3 | -1 | -4 | 2 | -17 | 1 | 0
rCAG RNA binder | 2 | 2 | 4 | 8 | 10 | 5 | 0 | 3 | 1 | -6
LEDGF integ inh | -7 | 0 | 0 | -1 | 2 | -5 | -2 | -4 | 0 | -2
mABHD4 FP | 6 | -4 | 4 | -7 | -3 | 8 | 2 | -16 | -6 | 3
NR1D1 modulator | -1 | -3 | 11 | -4 | 1 | 8&0 | 4 | 1 | 0 | 3

25. COC(=O)/C(C#N)=C/c1c(N2CCCCCC2)nc2c(C)cccn2c1=O
26. CN1C(=O)NC(c2ccc([N+](=O)[O-])cc2)C2=C1CC(C)(C)CC2=O (stereo not given)
27. CCN(CC)C(=O)CSc1nnc(-c2cccnc2)n1Cc1ccccc1
28. CCOC(=O)NS(=O)(=O)c1ccc(CCNC(=O)c2cc(C)on2)cc1
29. O=C(C1CCN(S(=O)(=O)c2ccc(Br)s2)CC1)N1CCCCC1
30. Cc1cc(Cl)n2c(nc3cc(F)c(F)cc32)c1C#N

screen / no. | 25 | 26 | 27 | 28 | 29 | 30
TDP2 absorb | 0 | -1 | -4 | 2 | 7 | 7
PG9 Ab binder | 0.1 | -0.1 | 1.5 | 0.2 | -2.5 | 1.1
HTRA1 inhibitor | -9 | 1 | 2 | 7 | 0 | -3
SIAE primary | 2 | -8 | 0 | -2 | 2 | 6
PRMT1 inh | -1 | -4 | 0 | -1 | -3 | 5
TCR CD3 inh | -3 | -1 | 4 | 4 | -2 | 1
rCAG RNA binder | -5 | 1 | -7 | -1 | -3 | 3
LEDGF integ inh | -3 | -1 | 2 | -2 | 3 | -4
mABHD4 FP | 4 | 1 | 1 | 1 | 1 | 4
NR1D1 modulator | 5 | -1 | 4 | -2 | 1 | 0

Some values from the results shown:
entry 19 in TCR CD3 inh is entered as -1
entry 3 in TCR CD3 inh is entered as 9
entry 20 in SIAE primary is entered as 4
entry 15 in mABHD4 FP is entered as 6
entry 18 in SIAE primary is entered as 3

Further records.
31. c1ccc2nc3c(nc2c1)CCCC3
32. CC(OC(=O)CNC(=O)c1ccco1)C(=O)Nc1ccc(Cl)cn1 (stereo not given)
33. CCN(CC)CCNC(=S)Nc1ccc(F)cc1
34. c1ccc(N=NC2=NN(c3ccccc3)CS2)cc1
35. O=C1NC[C@@H](CCCCN2CCN(CC3CCCCC3)C(=O)C2=O)N(CC2CCCCC2)C1=O
36. Cc1cc(Oc2ccccc2)nc(-c2ccccc2O)n1

screen / no. | 31 | 32 | 33 | 34 | 35 | 36
TDP2 absorb | 8 | -6 | 10 | -4 | -11 | -6
PG9 Ab binder | -1.7 | 0.8 | -0.7 | -1.6 | 1.1 | 0.1
HTRA1 inhibitor | 6 | 3 | -6 | 27 | . | -14
SIAE primary | -11 | 4 | 0 | 7 | -5 | -1
PRMT1 inh | 1 | 2 | -5 | 2 | -2 | -2
TCR CD3 inh | -2 | 0 | 3 | -5 | 8 | 3
rCAG RNA binder | 0 | -2 | -2 | 7 | -2 | 0
LEDGF integ inh | 0 | 0 | 1 | -1 | 2 | 0
mABHD4 FP | 1 | 4 | 0 | 16 | 1 | -7
NR1D1 modulator | -9 | 0 | -2 | -1 | -1 | -4

37. CC(=O)NC(Cc1ccccc1)C(=O)NC1CCN(C(=O)NC2CCCCC2)CC1 (stereo not given)
38. Cc1c(Cl)c([N+](=O)[O-])nn1CCCC(=O)Nc1c(C)n(C)n(-c2ccccc2)c1=O
39. CCN(CC)C(=O)CSc1nnc(-c2ccccn2)n1-c1ccc(C)c(C)c1
40. CCN(CC(=O)NCc1cccs1)C(=O)/C=C/c1ccc(Cl)c(Cl)c1
41. Cc1cc(C(=O)C(=O)N(C)C)c(C)n1-c1ccc([N+](=O)[O-])cc1
42. COc1ccccc1/C=C/C(C)=O

screen / no. | 37 | 38 | 39 | 40 | 41 | 42
TDP2 absorb | 11 | 12 | -13 | 1 | 4 | -2
PG9 Ab binder | -1.3 | -0.1 | -0.8 | 0.6 | -1.4 | -0.9
HTRA1 inhibitor | 1 | -5 | 2 | -10 | 4 | 5
SIAE primary | 2 | -2 | -9 | -6 | 3 | -1
PRMT1 inh | 2 | 0 | -4 | 2 | -1 | 0
TCR CD3 inh | 0 | -8 | -9 | 8 | 3 | 3
rCAG RNA binder | -7 | -4 | 3 | -3 | -1 | 2
LEDGF integ inh | 1 | -4 | 3 | 4 | 0 | 0
mABHD4 FP | 7 | 1 | -4 | -9 | -1 | -6
NR1D1 modulator | 0 | 0 | -4 | 8 | 2 | 1

43. Nc1nc2ccccc2n1C(=O)CCc1ccccc1
44. COC(=O)c1cc(=O)nc2sc3ccccc3n12
45. NS(=O)(=O)c1ccc(NC(=S)NNC(=O)CCC(=O)Nc2ccccc2Cl)cc1
46. Cc1c(C(=O)Nc2ccccc2N2CCN(C)CC2)oc2ccc(F)cc12
47. CN(c1ccc(OCC(=O)OCC(=O)Nc2cccc([N+](=O)[O-])c2)cc1)S(=O)(=O)c1ccc(F)cc1

screen / no. | 43 | 44 | 45 | 46 | 47
TDP2 absorb | -9 | -17 | 8 | 16 | -2
PG9 Ab binder | 4.1 | -1.8 | 0.4 | -0.6 | 1.6
HTRA1 inhibitor | 3 | 1 | 7 | -27 | -10
SIAE primary | -11 | -10 | 11 | 4 | 2
PRMT1 inh | 5 | 5 | 0 | -8 | -8
TCR CD3 inh | -15 | 8 | -7 | 15 | 5
rCAG RNA binder | -1 | 9 | -2 | -4 | 12
LEDGF integ inh | 0 | 3 | -1 | 6 | 4
mABHD4 FP | -8 | -6 | -4 | 0 | 5
NR1D1 modulator | -7 | -2 | 0 | -4 | 0

Only part of the results is shown. The share of hits here may be higher or lower than overall.
